XBP1 UPR activ = activators of adaptive XBP1 UPR arm, primary screen, cell-based, CHO-XBP1 luciferase reporter, luminescence, uHTS; IRE1-XBP1 UPR activation; percent of tunicamycin response, DMSO as zero; activation, % at 20 µM; 330,000 tested, 0.33% active; AID 463104, 2010;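 active means versus positive control, 20 µM dose yields 30% or more activation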;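 further: 100% = tunicamycin at 10 µg/mL and 0% = DMSO only wells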
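Material: CHO-XBP1 cells stably carrying IRE1-XBP1-driven luciferase reporter | Medium: F12 with 10% serum | Compound dosing: 20 µM single concentration, DMSO 1% | Incubation: Overnight seeding at 37 °C, 6 h compound treatment at 37 °C | Detection: Steady-Glo luminescence read | Read-out basis: % activation of reporter signal versus tunicamycin and DMSO controls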
APJ agonist = agonists of human apelin receptor APJ, primary screen, CHO-K1 cells, PathHunter beta-arrestin, luminescence; P35414; 0% DMSO wells, 100% apelin; activation, % at 20 µM; 330,000 tested, 0.11% active; AID 2520, 2010;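 active means activation more than six SD over the plate average, tested at 20 µM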;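 further: 0% = DMSO alone and 100% = apelin-13 at 10 nM; some results filed as inactive read as strong as hits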
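Assay system: CHO-K1 APJ beta-arrestin complementation cell line / Compound: single test compound dose, 20 µM final, 1% DMSO / Times: overnight seeding, 90 min compound at 25 °C, 1 h detection / Technique: beta-gal luminescence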
Mdm2 MdmX PPI = inhibitors of human Mdm2-MdmX association, primary screen, cell-based, luminescence, split luciferase, SaOS-2, uHTS; Protein Mdm4 (Homo sapiens) + E3 ubiquitin-protein ligase Mdm2 (Homo sapiens), …; SaOS-2 split-luciferase Mdm2/MdmX complementation; inhibition, % at 8 µM; 330,000 tested, 3% active; AID 485346, 2010;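 active means inhibition of at least 50% at 8 µM in the primary screen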
Target sequence (O15151 whole entry, looked up): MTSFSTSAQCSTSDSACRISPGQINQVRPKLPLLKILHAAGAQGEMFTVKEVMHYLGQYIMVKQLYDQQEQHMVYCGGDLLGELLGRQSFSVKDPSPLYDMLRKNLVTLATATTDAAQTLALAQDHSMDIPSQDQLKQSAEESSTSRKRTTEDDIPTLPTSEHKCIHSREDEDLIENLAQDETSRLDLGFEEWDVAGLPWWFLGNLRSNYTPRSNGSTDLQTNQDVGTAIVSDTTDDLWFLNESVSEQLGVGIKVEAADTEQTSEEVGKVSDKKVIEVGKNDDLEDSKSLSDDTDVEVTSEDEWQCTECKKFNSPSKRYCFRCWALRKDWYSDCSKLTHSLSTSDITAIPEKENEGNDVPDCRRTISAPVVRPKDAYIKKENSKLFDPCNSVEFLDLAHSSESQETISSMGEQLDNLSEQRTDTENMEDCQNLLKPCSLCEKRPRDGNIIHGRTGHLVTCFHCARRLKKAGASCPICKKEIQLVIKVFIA
Target sequence (Q00987 whole entry, looked up): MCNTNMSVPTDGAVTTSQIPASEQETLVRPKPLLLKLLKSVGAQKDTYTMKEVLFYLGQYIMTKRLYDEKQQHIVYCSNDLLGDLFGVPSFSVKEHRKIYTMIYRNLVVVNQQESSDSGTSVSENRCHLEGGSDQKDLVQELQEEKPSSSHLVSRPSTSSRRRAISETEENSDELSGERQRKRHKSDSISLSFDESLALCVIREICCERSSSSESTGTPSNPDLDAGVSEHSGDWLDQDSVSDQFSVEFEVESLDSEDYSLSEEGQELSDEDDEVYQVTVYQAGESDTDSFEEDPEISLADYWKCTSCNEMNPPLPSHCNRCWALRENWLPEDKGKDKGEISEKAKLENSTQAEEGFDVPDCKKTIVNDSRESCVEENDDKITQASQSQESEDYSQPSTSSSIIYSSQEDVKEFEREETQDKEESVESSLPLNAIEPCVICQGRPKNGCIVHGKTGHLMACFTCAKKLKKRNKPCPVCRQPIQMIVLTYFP
UPR CHOP act = activators of apoptotic CHOP UPR arm, primary screen, cell-based, CHO-CHOP luciferase reporter, luminescence, uHTS; UPR activation; percent of tunicamycin response over DMSO baseline; activation, % at 10 µM; 330,000 tested, 0.34% active;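 active means at 10 µM dose, activation of 40% or more, normalized to positive control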;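 further: 100% = tunicamycin at 10 µg/mL and 0% = DMSO alone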
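Test system: CHO-CHOP cells, stable luciferase reporter of PERK-eIF2a-CHOP signalling | Quantity: 500 CHO-CHOP cells per well | Buffer or medium: F12 plus 10% serum | Compound dosing: 10 µM single point, 0.5% DMSO | Schedule: 6 h compound treatment, 37 °C | Signal: Luciferase luminescence | Control set: Tunicamycin high control, DMSO low control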
tim10-1 inh = growth inhibitors of tim10-1 mutant yeast, primary screen, luminescence, uHTS. S. cerevisiae tim10-1 ts strain growth, BacTiter-Glo, 24 h. inhibition, % at 20 µM. 330,000 tested, 2.2% active;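 active means inhibition of at least 40%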;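 further: mutant grown at 25 °C; 0% = DMSO wells with yeast and 100% = wells holding no yeast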
tim23-1 inh = growth inhibitors of tim23-1 mutant yeast, primary screen, luminescence, uHTS | S. cerevisiae tim23-1 growth, BacTiter-Glo luminescence, 24 h | inhibition, % at 20 µM | 330,000 tested, 1.3% active | AID 463212, 2010;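 active means growth inhibition of the mutant yeast at or above 50%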;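 further: temperature-sensitive mutant grown at 25 °C; plate controls were DMSO-treated mutant yeast for no effect and medium wells lacking yeast for full effect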
NLRP3 yeast inh = NALP3 inflammasome inhibitors in reconstituted yeast, primary screen, luminescence, uHTS. Yeast reconstituted NLRP3/ASC/caspase-1, beta-gal luminescence, 24 h. inhibition, % at 10 µM. 330,000 tested, 0.39% active. AID 2825, 2010;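 active means inhibition of 50% or more; inactive means inhibition below 50%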;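 further: plate controls were induced DMSO wells for no effect and uninduced yeast grown without galactose for full effect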
TIM10 inh = growth inhibitors of isogenic TIM10 control yeast, primary screen, counter-screen for tim10-1 yeast inhibitor project, luminescence, uHTS; S. cerevisiae TIM10 strain growth, BacTiter-Glo luminescence, 24 h; inhibition, % at 10 µM; 330,000 tested, 1.4% active;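 active means inhibition of 40% or more at the single tested concentration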;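 further: wild-type TIM10 isogenic control strain grown at permissive 25 °C; 0% = DMSO yeast wells and 100% = minimal medium wells without yeast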
NR3A LBD binder = binders of NR3A ligand-binding domain, primary screen, biophysical, differential scanning fluorimetry, uHTS | Glutamate receptor ionotropic, NMDA 3A (GRIN3A) ligand-binding domain | NR3A LBD differential scanning fluorimetry, Tm shift; 0% = protein alone, 100% = glycine-bound protein | Tm shift relative to glycine control, % at 25 µM | 340,000 tested, 2.5% active | AID 1259313, 2017;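 active means melting temperature shift of at least 10% of the positive control shift, at one fixed dose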
* hit, by the source's call; nt = not tested or not shown. The order is random. Share with any hit: about 8.2%.

SMILES | XBP1 UPR activ | APJ agonist | Mdm2 MdmX PPI | UPR CHOP act | tim10-1 inh | tim23-1 inh | NLRP3 yeast inh | TIM10 inh | NR3A LBD binder
COc1ccc(C2(CNC(=O)C(c3ccccc3)c3ccccc3)CCOCC2)cc1OC | -2 | 2 | 16 | 1.7 | 15 | -11 | 2 | 17 | -1
CC1(C)Cc2c(C#N)c(SCCC#N)nc(N3CCOCC3)c2CS1 | 2 | 0 | -30 | -1.1 | 16 | 16 | 17 | 4 | 2
COc1ccc(C(=O)NCCC2=CCCCC2)cc1 | -3 | 0 | -42 | -2.8 | 10 | 12 | 30 | -6 | -2
COc1ccc(CS(=O)(=O)CC(C)(O)c2ccc(Cl)cc2)cc1 (stereo unspecified) | -2 | -2 | 16 | -0.3 | -14 | -7 | 15 | 11 | -1
COc1ccccc1OCCNC(=O)CN(c1cccc(C)c1)S(=O)(=O)c1ccccc1 | -6 | 2 | -6 | -0.7 | 29 | 26 | 16 | 6 | 2
CC(/C=N/NC(=O)c1cc(-c2ccc(C)s2)[nH]n1)=C\c1ccccc1 | 8 | -2 | 49 | 1.2 | 10 | -1 | 3 | -9 | -5
Cc1cc(Cl)cc(C)c1OCC(=O)NC1CCCCCC1 | 3 | -2 | -32 | 3.9 | 3 | 18 | 28 | 3 | 3
O=C(Nc1nccs1)c1cc([N+](=O)[O-])ccc1Cl | -3 | 0 | 44 | -1.8 | -19 | 6 | 13 | -14 | 2
CCOc1ccc(C(=O)NCC(=O)OC(C)C(=O)NCc2ccco2)cc1OCC (stereo unspecified) | -2 | -2 | 6 | -3.4 | 8 | 15 | 19 | -5 | -1
O=C(CCc1c[nH]c2ccccc12)NCCc1ccccc1 | 0 | -2 | 1 | 0.7 | 0 | 4 | 9 | 8 | -10
CC(C(=O)NC1CC(C)(C)NC(C)(C)C1)c1ccc([N+](=O)[O-])cc1 (stereo unspecified) | -4 | 3 | 3 | -0.9 | 13 | 0 | 5 | 0 | -4
Cc1cnc(NC(=O)CSc2nnc(-c3ccccc3)o2)s1 | 2 | -1 | -80 | 2.8 | 20 | -2 | 17 | -8 | 1
COc1ccc(N(CC(=O)NCCSc2ccc(C)cc2)S(=O)(=O)c2ccccc2)c(OC)c1 | -4 | 5 | -21 | 2.3 | 20 | 30 | 16 | 18 | -3
O=C(CS(=O)(=O)Cc1ccccc1)N1CCN(Cc2ccc3c(c2)OCO3)CC1 | 0 | 5 | -2 | -0.3 | 4 | 9 | 7 | 1 | 0
CCOC(=O)C1(Cc2ccccc2C)CCCN(S(C)(=O)=O)C1 (stereo unspecified) | -2 | -3 | -25 | 1.4 | 16 | 16 | 12 | -6 | -3
COc1ccc2nc(Sc3c([N+](=O)[O-])nc(C)n3Cc3ccccc3)[nH]c2c1 | 0 | -1 | 49 | 1.2 | 33 | 32 | -5 | 33 | -1
COCCOc1nc2c(c(=O)n(C)c(=O)n2C)n1Cc1cccc(OC)c1 | -2 | -1 | 3 | 1.9 | 31 | 7 | 22 | 10 | 0
CC(=O)c1sc(C(C)(C)C)cc1NC(=O)/C=C/C(=O)O | -3 | -2 | 3 | 0.2 | 25 | 25 | 13 | 18 | 0
O=[N+]([O-])c1ccccc1Nc1ccc(O)cc1 | 0 | -1 | 24 | -1.1 | 21 | 24 | 23 | -4 | -6
CCOc1cccc2sc(N3CCN(C(=O)c4ccc5ncsc5c4)CC3)nc12 | 6 | 0 | 2 | -0.7 | 8 | 15 | 11 | 15 | 1

The last 5 compounds of the part before open the next one.
SMILES | XBP1 UPR activ | APJ agonist | Mdm2 MdmX PPI | UPR CHOP act | tim10-1 inh | tim23-1 inh | NLRP3 yeast inh | TIM10 inh | NR3A LBD binder
COc1ccc2nc(Sc3c([N+](=O)[O-])nc(C)n3Cc3ccccc3)[nH]c2c1 | 0 | -1 | 49 | 1.2 | 33 | 32 | -5 | 33 | -1
COCCOc1nc2c(c(=O)n(C)c(=O)n2C)n1Cc1cccc(OC)c1 | -2 | -1 | 3 | 1.9 | 31 | 7 | 22 | 10 | 0
CC(=O)c1sc(C(C)(C)C)cc1NC(=O)/C=C/C(=O)O | -3 | -2 | 3 | 0.2 | 25 | 25 | 13 | 18 | 0
O=[N+]([O-])c1ccccc1Nc1ccc(O)cc1 | 0 | -1 | 24 | -1.1 | 21 | 24 | 23 | -4 | -6
CCOc1cccc2sc(N3CCN(C(=O)c4ccc5ncsc5c4)CC3)nc12 | 6 | 0 | 2 | -0.7 | 8 | 15 | 11 | 15 | 1
O=C(c1ccccc1NS(=O)(=O)c1ccc([N+](=O)[O-])cc1[N+](=O)[O-])N1O[C@@H]2C=C[C@H]1C2 | 0 | nt | 23 | 5.1 | 28 | 53* | nt | 4 | -6
CC1(C)CC(=O)C2=C(C1)NC(SCC(=O)Nc1ccccc1)=C(C#N)C21CCCCC1 | -5 | 0 | 35 | 4.0 | 1 | 9 | 7 | -10 | 12*
CC(=O)c1ccc(C(=O)Nc2ccc3c(c2)C(=O)NC3=O)cc1 | -4 | -3 | -8 | -0.4 | -9 | -8 | 16 | -11 | -1
O=C(COc1ccccc1)NCC(=O)N/N=C/c1ccco1 | 0 | -5 | -8 | 0.2 | 1 | 2 | 4 | -16 | 1
CC(=O)c1ccc(NC(=O)c2c(C)nn(-c3ccccc3)c2Cl)cc1 | 1 | -1 | -49 | 6.4 | 17 | 13 | 14 | -4 | -2
CC(C)CC1NC(=O)c2cc(Cl)ccc2-n2c1nc1cc(F)ccc1c2=O (stereo unspecified) | -1 | -2 | 14 | -0.6 | 13 | 25 | 3 | 3 | nt
COc1ccccc1NC(=O)CC1CCCC1 | -2 | -5 | 13 | 0.1 | -13 | 7 | 13 | -6 | 0
CCN(CC)c1ccc(NC(=O)c2ccccn2)cc1S(=O)(=O)Nc1ccccc1OC | 3 | 4 | 13 | 0.9 | 29 | 34 | 4 | 5 | 2
CCC(C)n1c(SCc2ccccc2)nc2ccsc2c1=O (stereo unspecified) | -4 | -1 | 15 | 0.3 | 8 | 6 | -6 | 3 | 11*
O=C(Cn1cc2c(n1)CCCC2)N1CCCC1 | -1 | -2 | 20 | 2.4 | -4 | 11 | 3 | -8 | 2
CCOc1ccc(C(=O)NCC(=O)Nc2ccc3c(c2)OCO3)cc1OCC | -2 | -4 | 18 | 0.0 | -15 | 11 | 16 | -3 | -2
C=CC[C@H](CC(=O)N(CCO)Cc1ccccc1)C(=O)N[C@H](C)COC(=O)[C@@H](CC=C)CC(=O)OC(C)(C)C | -2 | -3 | -5 | 2.1 | 3 | 14 | 20 | 0 | -1
COc1ccc(C(=O)NCc2nnc(SCC(=O)NO)n2Cc2ccccc2)cc1 | -2 | -1 | 29 | -0.7 | 14 | 12 | 2 | -4 | -2
COc1ccc(N2CCN(CCCNC(=O)c3cc4sccc4n3C)CC2)cc1 | -1 | -3 | -12 | -1.4 | 19 | -2 | 5 | -3 | 0
Cc1ccc(C2=NN(CC(=O)NCCN(CC(C)C)CC(C)C)C(=O)CC2)cc1 | -2 | 0 | 27 | -1.6 | 10 | 11 | 10 | 9 | 0
O=C(CS(=O)(=O)c1ccccc1)Nc1ccc(Br)cn1 | 3 | 0 | 12 | 1.7 | 4 | -7 | 0 | -7 | -2
CC(=O)Nc1ccc(-c2cc(N)n(-c3ccccc3)n2)cc1 | 0 | -2 | -62 | 7.3 | 22 | 2 | -8 | 1 | 7
COc1ccc(NC(=O)c2cc3ccccc3o2)cn1 | -3 | -3 | -33 | 8.7 | -27 | 14 | 34 | -8 | -11
Cc1cc(C(=O)NC(C)c2ccc3c(c2)OCO3)cs1 (stereo unspecified) | 1 | 1 | 3 | 0.4 | -8 | 9 | 11 | 0 | 0
O=C(NC(=S)Nc1ccccc1O)c1ccc(Cl)cc1Cl | -2 | -7 | -11 | 2.3 | 43* | 43 | 4 | 12 | -11
CCN(CC)S(=O)(=O)c1cc([N+](=O)[O-])ccc1NNC(=O)Nc1ccc(F)cc1 | -3 | -3 | 7 | -0.7 | 11 | 5 | 11 | -4 | 4
Cc1cc(Cl)ccc1OCC(=O)OCC(=O)N(CC(C)C)c1c(N)n(Cc2ccccc2)c(=O)[nH]c1=O | 2 | 9 | -8 | -1.8 | 11 | 6 | 23 | 10 | 1
COc1cccc(CN2CCNC(=O)C2CC(=O)N(C)CCC2CCOCC2)c1 (stereo unspecified) | -4 | 2 | 3 | -0.7 | 8 | 4 | 1 | 2 | 1
CCCCCCc1cc2cc(C(=O)Nc3ccccc3OC)c(=O)oc2cc1O | -3 | 7 | 95* | -1.8 | 0 | -16 | -5 | -1 | -12
O=C(Nc1cccc([N+](=O)[O-])c1)c1ccc2nsnc2c1 | -1 | 3 | -1 | 1.7 | 18 | 0 | 28 | -9 | -1
CCOc1ccc(/C=N/NC(=O)CN2CCCCCCC2)cc1 | 3 | -4 | 8 | -0.4 | -2 | 17 | 19 | -1 | 0
CSCCC(NC(=O)c1ccccc1Br)C(=O)NCC1CCCCC1 (stereo unspecified) | -2 | -5 | -10 | -0.8 | 10 | 26 | 2 | 3 | 1
Cc1ccc2nc(-c3cccs3)oc(=O)c2c1 | 1 | -1 | -7 | 0.5 | 33 | 37 | -8 | 19 | -3
CC(C)CC1Nc2ccc(C(=O)NCc3ccc4c(c3)OCO4)cc2NC1=O (stereo unspecified) | 3 | -3 | 19 | -0.3 | -7 | 19 | 10 | -4 | -1
COCCN1C(=O)C(=O)/C(=C(/O)c2ccc3c(c2)OCCO3)C1c1ccc(C(=O)OC)cc1 (stereo unspecified) | 0 | 1 | -25 | -2.3 | 15 | 8 | 9 | 2 | 1
Nc1ccccc1C(=O)NCc1ccc(F)cc1 | 1 | 2 | -10 | 0.2 | 9 | 7 | 10 | 9 | 0
O=C(O)c1nc(N2CCCCC2)ncc1Cl | -1 | -4 | -10 | -1.8 | 7 | -6 | 1 | -6 | 1
Cc1csc(NC(=O)c2ccc(-c3ccc(Cl)cc3Cl)o2)n1 | 27 | 2 | -18 | 5.1 | 8 | -6 | 4 | -12 | -7
COc1ccc(CNC[C@H]2O[C@@H](n3cnc4c(N)ncnc43)[C@H](O)[C@@H]2O)cc1OC | -1 | -1 | 5 | -1.8 | -14 | -21 | 3 | -5 | -1
Cc1cc2ccccn2c1C(=O)c1cccc(S(=O)(=O)N2CCOCC2)c1 | 1 | 0 | 10 | -0.4 | 22 | 34 | -10 | 17 | -1

From PubChem
